KCNK3 inh: human KCNK3 channel inhibition, primary screen; CHO-KCNK3 thallium flux, FluxOR fluorescence; active compounds read low; B-score at 10 µM; hit rate 0.84% among 340,000; AID 602410;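 active = B-score under library mean minus 4 SD, starting fluorescence ratio at most library mean plus 5 SD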;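 also: more negative B-score means stronger inhibition of thallium flux through KCNK3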
PolyA inh: blocks polyadenylation in yeast reporter cells. S. cerevisiae SKY197-pL101 polyadenylation reporter, beta-gal luminescence; efflux-impaired pdr1/pdr3 knockout yeast; score 100 = 6 SD above DMSO. calls only at 12 µM. hit rate 0.02% among 300,000;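 active = lowest replicate activity score at least 50, where 100 means six control SD above control mean; inconclusive = lowest score under 50 but half or more replicates reach 50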;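 also: yeast exposed to compound for 9 h at 30 °C; higher score means more reporter readthrough which indicates perturbed polyadenylation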
RGS4 pot: potentiators or activators of RGS4. HEK293 M3R/inducible RGS4, carbachol calcium flux Fluo4; active compounds read low. B-score at 10 µM. hit rate 0.92% among 310,000. AID 463111;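 active = B-score of the integrated calcium signal more than 4 SD below the library mean, with starting fluorescence not abnormally high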;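 also: negative B-score means reduced calcium response which marks RGS4 activation or potentiation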
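test system = M3R-expressing HEK293 line, RGS4 induced by doxycycline | probe or stimulus = carbachol at ECmax as muscarinic agonist stimulus | timing = dye loading 30 min 37 °C, buffer rest 30 min RT | signal = calcium dye Fluo4 fluorescence | evaluation = B score from integrated fluorescence ratio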
GSK3A inh: blocks human GSK-3 alpha kinase | P49840 | ADP-Glo luminescence, 60 min | inhibition, % at 10 µM | AID 2650 | hit rate 0.1% among 320,000;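 in the data active = inhibition above about 50%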;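 also: GST-tagged GSK-3 alpha with peptide substrate and 25 µM ATP; 0% = DMSO neutral wells and 100% = GW8510 positive control wells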
KCNK9 inh: inhibitors of human KCNK9 two-pore domain potassium channel | Q9NPC2 | HEK293 KCNK9, FluxOR thallium flux fluorescence; active compounds read low | B-score at 10 µM | hit rate 1.2% among 310,000 | AID 488922;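 active = ratio B-score over 3 SD below the library mean, with starting fluorescence within 5 SD of its mean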;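 also: negative B-score means less thallium flux so channel inhibition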
Dyrk1A ADPGlo: blocks rat Dyrk1A kinase activity; ADP-Glo luminescence, NFATc1 peptide; inhibition, % at 12.5 µM; Q63470; hit rate 0.43% among 310,000; in the data active = inhibition above about 50%;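 also: plate controls were vehicle with enzyme for no effect and no enzyme for full effect; many of its hits are not listed in these tables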
hERG rescue: shields human hERG channel from block by proarrhythmic agents | Q12809 | CHO-hERG, FluxOR thallium flux, dofetilide IC70 present | activation (rescue from dofetilide block), less the hit threshold, % at 10 µM | hit rate 0.51% among 310,000;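 active = activation above the mean of controls blocked by dofetilide plus 5 SD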;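 also: thallium influx through hERG after potassium depolarization seen as dye fluorescence rise; in these data hits start at about 4.7%; inactives centre near -7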
GSK3beta inhib: inhibitors of human GSK3beta kinase. P49841. GST-GSK3beta kinase, ADP-Glo luminescence, 60 min; active compounds read low. activity score (negative = inhibition), % at 10 µM. hit rate 0.038% among 300,000. AID 2097;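 active = more than half of replicate wells score below -50%, meaning over 50% inhibition versus plate controls; inconclusive = some replicates but at most half score below -50%; inactive = no replicate scores below -50%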;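 also: 0% = median DMSO wells and -100% = median GW8510 positive control wells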
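Test system: GST-fused GSK3beta enzyme, cell-free | Quantity: 1.6 ng GST-GSK3beta enzyme per well | Reagent: 25 µM ATP with peptide substrate | Schedule: 60 min enzyme reaction, room temperature | Signal: Luminescent ADP-Glo measurement of ADP formed | Read-out basis: Score relative to plate controls | Control set: DMSO and 20 µM GW8510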
KCNQ1 block: human KCNQ1 channel inhibition; P51787; CHO-K1 KCNQ1, FluxOR thallium flux fluorescence; active compounds read high; B-score at 10 µM; hit rate 1.3% among 310,000; AID 2642;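 active = compounds whose thallium flux B-score, printed positive for inhibition, exceeds three library SD while starting fluorescence stays within three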;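 also: channel opened by potassium depolarization with thallium stimulus after 20 min compound exposure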
Target sequence (P51787 whole entry, looked up): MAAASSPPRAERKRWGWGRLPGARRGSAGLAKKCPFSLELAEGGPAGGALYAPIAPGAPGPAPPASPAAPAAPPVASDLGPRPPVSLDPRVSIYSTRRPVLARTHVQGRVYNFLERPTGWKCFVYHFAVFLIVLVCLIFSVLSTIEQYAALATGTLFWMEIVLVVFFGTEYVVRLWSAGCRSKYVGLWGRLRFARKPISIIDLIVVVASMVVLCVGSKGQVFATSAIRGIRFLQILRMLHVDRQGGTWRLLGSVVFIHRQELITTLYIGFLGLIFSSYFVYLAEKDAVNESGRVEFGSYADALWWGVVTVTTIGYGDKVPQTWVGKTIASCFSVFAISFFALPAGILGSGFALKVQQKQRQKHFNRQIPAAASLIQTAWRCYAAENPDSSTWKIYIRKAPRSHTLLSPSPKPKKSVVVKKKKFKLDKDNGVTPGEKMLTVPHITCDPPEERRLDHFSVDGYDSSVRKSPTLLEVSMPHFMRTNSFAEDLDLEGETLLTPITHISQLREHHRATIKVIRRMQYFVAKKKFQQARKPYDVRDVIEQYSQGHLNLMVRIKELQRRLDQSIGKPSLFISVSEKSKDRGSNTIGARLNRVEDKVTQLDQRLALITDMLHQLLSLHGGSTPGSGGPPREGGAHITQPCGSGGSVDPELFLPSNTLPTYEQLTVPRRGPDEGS
HDAC3 inhib: human HDAC3 inhibition | inhibition, % at 8.3 µM | AID 2718 | recombinant HDAC3, fluorogenic peptide/trypsin coupled, fluorescence | O15379 | hit rate 0.15% among 320,000; in the data active = inhibition above about 26%, passing the limit was not always enough; inconclusive = no clear call, values can overlap the other calls
Target sequence (O15379 whole entry, looked up): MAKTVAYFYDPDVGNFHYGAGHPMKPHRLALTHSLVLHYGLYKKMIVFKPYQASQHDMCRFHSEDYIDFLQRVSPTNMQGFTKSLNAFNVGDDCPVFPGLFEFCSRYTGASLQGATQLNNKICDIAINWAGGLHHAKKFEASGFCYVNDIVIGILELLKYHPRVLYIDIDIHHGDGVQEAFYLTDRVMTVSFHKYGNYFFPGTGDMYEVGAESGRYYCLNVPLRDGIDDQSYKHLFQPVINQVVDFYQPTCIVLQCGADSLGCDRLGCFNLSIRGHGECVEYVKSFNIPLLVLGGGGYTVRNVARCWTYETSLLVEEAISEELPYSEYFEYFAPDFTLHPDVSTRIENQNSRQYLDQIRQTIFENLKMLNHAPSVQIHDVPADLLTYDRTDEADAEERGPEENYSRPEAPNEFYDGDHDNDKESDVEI
KCNQ1 pot: potentiates or activates the human KCNQ1 potassium channel. P51787. CHO-K1 KCNQ1, thallium flux FluxOR fluorescence; active compounds read high. B-score at 10 µM. hit rate 0.35% among 310,000. AID 2648;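 active = fluorescence ratio B-score, a plate-corrected score, at least three library SD, with initial intensity B-score within 5 SD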
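Assay system: stable KCNQ1 CHO-K1 line; medium: assay buffer, equal DMSO in all wells; timing: 90 min dye loading and 20 min compound exposure, both at room temperature; technique: kinetic FluxOR thallium fluorescence, 10-s 1-Hz baseline, 110-s post-stimulus read; read-out basis: B score of baseline-normalized fluorescence ratio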
* marks the source's active call; other numbers are inactive results; i = inactive; ? = inconclusive; nt = no result given. An excerpt (hit frequency here may not be typical).

SMILES | KCNK3 inh | PolyA inh | RGS4 pot | GSK3A inh | KCNK9 inh | Dyrk1A ADPGlo | hERG rescue | GSK3beta inhib | KCNQ1 block | HDAC3 inhib | KCNQ1 pot
CCOc1ccc(C2C3=C(Nc4nc(N)[nH]c(=O)c42)c2ccccc2C3=O)cc1 (stereo unspecified) | i | i | i | 0.4 | i | -5.4 | -1.9 | -1.0 | i | 4.6 | i
CCOc1cc2c(cc1OCC)C(c1ccccc1)N(c1ccc(C(=O)O)cc1)C(=O)C2 (stereo unspecified) | i | i | i | -3.5 | i | -5.0 | -8.6 | 2.5 | i | -3.6 | i
Cc1cc(-c2ccc(Cl)cc2)n2ncnc2n1 | i | i | i | 1.8 | i | nt | -9.1 | 1.1 | i | 0.4 | i
O=C(Cn1cncn1)N/N=C/c1ccccc1Cl | i | i | i | -0.4 | i | -1.7 | -4.5 | -3.9 | i | -6.8 | i
CN1CCN(C(=S)c2cn(Cc3ccc(F)cc3)c3ccccc23)CC1 | i | i | i | -1.9 | i | 3.8 | -11.4 | -0.2 | i | -8.1 | i
COc1cccc(CCC(=O)O)c1OC | i | i | i | nt | i | -10.3 | -7.8 | -0.1 | i | 2.5 | i
COc1cc2c(cc1OC)-c1nnc(C)n1C(C)(C)C2 | i | nt | i | 18.0 | i | 14.3 | -7.5 | -15.0 | i | -3.9 | i
Cn1c(SCC(=O)c2ccc(O)c(O)c2)nnc1-c1ccccc1 | i | i | i | -0.1 | i | 4.8 | -5.0 | -3.1 | i | -0.7 | i
Cc1nn(-c2ccccc2)c(C)c1C(=O)OCC(=O)Nc1ccc2c(c1)OCO2 | i | i | i | -2.8 | i | 4.7 | -13.8 | 2.6 | i | 1.3 | i
COc1cc(/C=N/NC(=O)c2cn(-c3cccc(C)n3)cn2)ccc1O | i | i | i | -0.7 | i | 5.8 | -11.7 | 1.7 | i | 2.7 | i
CCOC(=O)[C@@H]1[C@H]2COc3cc(OC)ccc3[C@@H]2N2C(=O)N(c3cccc(Cl)c3)C(=O)[C@@]12C | i | i | i | -0.7 | i | 0.7 | -3.5 | 0.4 | i | 1.9 | i
N#C/C(=C/c1cn(CC(=O)O)c2ccccc12)c1ccc(F)cc1 | i | i | i | -6.1 | i | 2.5 | -5.0 | 3.1 | i | 0.5 | i
CCN(C(=O)COC(=O)c1cc(-c2ccccc2)nc2c1c(C)nn2-c1ccc(C)cc1)C1CCS(=O)(=O)C1 (stereo unspecified) | i | i | i | nt | i | -4.5 | 3.1 | -0.9 | i | -8.2 | i
COc1ccc(-c2nnc(SCC(=O)NCc3cccs3)n2C)cc1 | i | i | i | -1.4 | i | -0.2 | -0.8 | 3.5 | i | -5.2 | i
O=C(O)c1cccc(N2C(=O)c3cc4cccc(Br)c4cc3C2=O)c1 | i | i | i | 0.0 | i | -3.0 | -12.4 | 1.1 | i | -1.5 | i
CC(=O)c1cccc(NC(=O)/C(=C/c2ccncc2)NC(=O)c2ccccc2)c1 | i | i | i | -2.8 | i | -6.5 | -4.8 | 2.4 | i | -2.6 | i
COCCCC1CCN(C(=O)C2CCC(=O)N(Cc3cccc(F)c3)C2)CC1 (stereo unspecified) | i | i | i | -1.2 | i | -6.7 | -7.3 | -2.8 | i | -0.3 | i
Cc1sc2nc(CN(C(=O)NC3CCCCC3)C3CCCCC3)[nH]c(=O)c2c1C | i | i | i | 1.4 | i | 1.3 | -9.5 | 0.3 | i | -2.4 | i
CCOCCN(C=O)c1cccc(OC)c1 | i | i | i | nt | i | -5.0 | -1.9 | 5.4 | i | -0.6 | i
CCCN(CC(=O)Nc1ccccc1C)C(=O)C1CCN(S(=O)(=O)c2cccc(C(F)(F)F)c2)CC1 | i | i | i | -4.8 | i | -0.7 | -15.3 | 0.6 | i | -0.8 | i
CNC(=S)N1N=C(c2ccc(C)cc2)CC1c1ccc(Br)cc1 (stereo unspecified) | i | i | i | -0.2 | i | 2.0 | -13.3 | 0.5 | i | 2.7 | i
CCn1c(SCC(=O)NC(C)(C)C)nnc1-c1ccoc1C | i | i | i | -1.1 | i | -0.5 | -8.8 | 2.8 | i | 2.7 | i
O=C(COc1cccc2cccnc12)N/N=C/c1ccc(O)cc1 | i | i | i | 55.8* | i | 27.9 | -8.2 | -40.1 | i | 1.7 | i
Cc1cc(SCC(=O)NCCN2C(=O)CSC2=O)nc2c(C)cccc12 | i | i | i | 3.5 | i | -1.2 | -6.8 | -0.4 | i | 2.2 | i
CC(=O)NC(CC(=O)Nc1ccc(S(=O)(=O)N2CCCCC2)cc1)c1ccccc1 (stereo unspecified) | i | i | i | -1.3 | i | -6.7 | -9.3 | 0.3 | i | ? | i
Other results follow.
SMILES | KCNK3 inh | PolyA inh | RGS4 pot | GSK3A inh | KCNK9 inh | Dyrk1A ADPGlo | hERG rescue | GSK3beta inhib | KCNQ1 block | HDAC3 inhib | KCNQ1 pot
COc1ccc(CN(C)C(=O)c2ccc(NC(=O)CC3SC(N4CCCC4)=NC3=O)cc2)c(OC)c1 (stereo unspecified) | i | i | i | -1.9 | i | 6.3 | -11.1 | 2.7 | i | 4.3 | i
CCc1ccc(CNC(=O)CCc2nnc(Cc3cccc(C(F)(F)F)c3)o2)nc1 | i | i | i | -1.1 | i | -1.2 | -11.6 | 4.1 | i | 0.6 | i
O=C(NNc1ccc([N+](=O)[O-])cc1)Nc1ccccc1 | i | i | i | -1.8 | i | -3.9 | -2.2 | 0.0 | i | 3.4 | i
Cn1cc(S(=O)(=O)N2CCOCC2)cc1C(=O)NCCc1ccccc1 | i | i | i | 1.0 | i | 1.3 | -7.5 | -0.2 | i | -1.9 | i
CCCN1CCc2c(sc(NC(=O)c3ccc(S(=O)(=O)N4CCCC4)cc3)c2C(N)=O)C1 | i | i | i | -0.7 | i | 2.1 | -5.7 | -1.2 | i | -6.8 | i
CC(C)c1ccc(C(=O)Nc2ccc(N3CCOCC3)cc2)cc1 | i | i | i | -4.3 | i | -1.0 | -3.8 | 0.7 | i | -1.9 | i
COc1cccc(CN(C)C(=O)Cc2c[nH]c3ccccc23)c1OC | i | i | i | -2.0 | i | -2.1 | -6.8 | -2.1 | i | -6.9 | i
COc1ccccc1Cc1nc2ccccc2n1S(=O)(=O)c1ccc(Cl)cc1 | i | i | i | -4.4 | i | -5.5 | -2.6 | -1.6 | i | -0.7 | i
CC(=O)N1CCc2cc(S(=O)(=O)CCC(=O)NCc3ccco3)ccc21 | i | i | i | -4.4 | i | -77.2 | -4.8 | 4.5 | i | nt | i
COc1ccc(S(=O)(=O)NCC(c2ccc(C)cc2)N2CCN(C)CC2)cc1OC (stereo unspecified) | i | i | i | -2.1 | i | 4.2 | -15.6 | 2.8 | i | 10.0 | i
O=C(O)CCCCCNCc1ccncc1 | i | i | i | -3.0 | i | -2.0 | -7.9 | -0.1 | i | -2.3 | i
c1ccc(C2=Nc3cccc4cccc(c34)N2)cc1 | i | i | i | 0.1 | i | -3.3 | -8.8 | -1.7 | i | 0.9 | i
COc1cc(/C=C2/C(=N)N3OC(C)=CC3=NC2=O)ccc1OCCOc1ccc(C)cc1 | i | i | i | -1.3 | i | -1.4 | -7.8 | -15.5 | i | 0.1 | i
Cc1ccc2nc(NC(=O)c3ccc(Cl)s3)sc2c1 | i | i | i | 0.1 | i | -3.3 | 2.5 | 2.2 | i | -5.8 | i
COc1ccc(C(CNC(=O)c2ccc(S(=O)(=O)Nc3ccc(F)cc3)cc2)N(C)C)cc1 (stereo unspecified) | i | i | i | 3.7 | i | -5.2 | -7.3 | 1.2 | i | 0.7 | i
C=CCc1ccc(O)c(-c2ccc(O)c(CC=C)c2)c1 | i | i | i | 2.1 | -18.4* | 10.3 | -17.1 | 2.6 | i | 15.9 | i
CN(C)c1ccc(/C=N/NC(=O)Cn2nnc3ccccc32)cc1 | i | i | i | -2.8 | i | 6.4 | -11.4 | 4.9 | i | -7.2 | i
CCc1ccc(Oc2coc3cc(OC(=O)c4cc5ccccc5oc4=O)ccc3c2=O)cc1 | i | i | i | -0.2 | i | 2.6 | -3.5 | 1.7 | i | 18.8 | i
O=c1c2c3c(sc2nc2n1CCCC2)CCCC3 | i | i | i | 2.0 | i | 5.9 | -8.5 | 0.5 | i | 3.6 | i
CC(=O)NC(CCS(C)(=O)=O)C(=O)Nc1ccc(F)cc1Cl (stereo unspecified) | i | i | i | -1.8 | i | -1.0 | -7.9 | 1.7 | i | 3.7 | i
CCC(C)Nc1c([N+](=O)[O-])cc(C)cc1[N+](=O)[O-] (stereo unspecified) | i | i | i | -5.5 | i | -0.4 | -8.5 | -1.9 | i | -1.1 | i

As a working copy, some entries already given.
SMILES | KCNK3 inh | PolyA inh | RGS4 pot | GSK3A inh | KCNK9 inh | Dyrk1A ADPGlo | hERG rescue | GSK3beta inhib | KCNQ1 block | HDAC3 inhib | KCNQ1 pot
COc1ccc(CN(C)C(=O)c2ccc(NC(=O)CC3SC(N4CCCC4)=NC3=O)cc2)c(OC)c1 (stereo unspecified) | i | i | i | -1.9 | i | 6.3 | -11.1 | 2.7 | i | 4.3 | i
CCc1ccc(CNC(=O)CCc2nnc(Cc3cccc(C(F)(F)F)c3)o2)nc1 | i | i | i | -1.1 | i | -1.2 | -11.6 | 4.1 | i | 0.6 | i
O=C(NNc1ccc([N+](=O)[O-])cc1)Nc1ccccc1 | i | i | i | -1.8 | i | -3.9 | -2.2 | 0.0 | i | 3.4 | i
Cn1cc(S(=O)(=O)N2CCOCC2)cc1C(=O)NCCc1ccccc1 | i | i | i | 1.0 | i | 1.3 | -7.5 | -0.2 | i | -1.9 | i
CCCN1CCc2c(sc(NC(=O)c3ccc(S(=O)(=O)N4CCCC4)cc3)c2C(N)=O)C1 | i | i | i | -0.7 | i | 2.1 | -5.7 | -1.2 | i | -6.8 | i

Compound activity as filed in PubChem BioAssay.
